TLR4 MyD88 comp – inhibitors of TLR4-MyD88 association in cells, primary screen, cell-based, HeLa CL3-4, BLA complementation, FRET ratio; Toll-like receptor 4 (Homo sapiens) + Myeloid differentiation primary response protein …; HeLa CL3-4 TLR4/MyD88 BLA complementation; inhibition, % at 8.4 µM; 0.18% of 200,000 active; in the data active = inhibition above about 25%;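 also: 0% = vehicle and 100% = reference inhibitor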
Target sequence (O00206 whole entry, looked up): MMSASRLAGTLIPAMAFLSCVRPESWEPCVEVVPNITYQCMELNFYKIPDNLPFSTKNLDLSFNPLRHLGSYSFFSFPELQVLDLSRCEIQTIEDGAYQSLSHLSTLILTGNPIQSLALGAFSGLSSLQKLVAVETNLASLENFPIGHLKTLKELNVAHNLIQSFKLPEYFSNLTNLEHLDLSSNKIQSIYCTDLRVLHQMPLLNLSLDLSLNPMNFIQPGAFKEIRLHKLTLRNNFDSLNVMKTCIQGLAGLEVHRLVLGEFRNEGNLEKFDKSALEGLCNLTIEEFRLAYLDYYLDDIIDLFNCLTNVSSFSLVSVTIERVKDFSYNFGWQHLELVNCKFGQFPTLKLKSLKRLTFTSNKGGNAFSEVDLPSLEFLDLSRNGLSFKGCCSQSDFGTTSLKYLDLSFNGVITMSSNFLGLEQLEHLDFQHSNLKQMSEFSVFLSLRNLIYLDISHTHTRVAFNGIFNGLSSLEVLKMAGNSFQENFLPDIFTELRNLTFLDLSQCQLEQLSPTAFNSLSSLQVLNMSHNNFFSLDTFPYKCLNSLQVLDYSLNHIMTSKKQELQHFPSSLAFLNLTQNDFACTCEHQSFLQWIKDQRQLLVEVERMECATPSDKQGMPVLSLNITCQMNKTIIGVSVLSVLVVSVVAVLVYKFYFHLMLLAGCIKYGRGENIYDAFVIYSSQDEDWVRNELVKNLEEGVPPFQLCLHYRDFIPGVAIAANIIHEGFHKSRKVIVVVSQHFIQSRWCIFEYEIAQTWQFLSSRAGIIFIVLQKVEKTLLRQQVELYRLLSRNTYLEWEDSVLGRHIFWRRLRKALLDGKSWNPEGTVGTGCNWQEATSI
Target sequence (Q99836 whole entry, looked up): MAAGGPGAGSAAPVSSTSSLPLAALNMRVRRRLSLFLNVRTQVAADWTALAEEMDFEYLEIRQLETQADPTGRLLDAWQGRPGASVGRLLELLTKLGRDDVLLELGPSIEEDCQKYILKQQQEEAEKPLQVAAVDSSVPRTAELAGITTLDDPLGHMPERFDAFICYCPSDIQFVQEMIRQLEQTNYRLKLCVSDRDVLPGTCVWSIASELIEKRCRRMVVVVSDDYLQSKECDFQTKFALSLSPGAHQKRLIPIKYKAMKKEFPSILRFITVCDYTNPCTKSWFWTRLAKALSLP
G6PDH counter – L. mesenteroides G6PDH inhibitors, counter-screen for G6PDH-coupled screening assays, biochemical, Leuconostoc mesenteroides enzyme | inhibition, % at 5 µM | glucose-6-phosphate dehydrogenase [Leuconostoc mesenteroides] | 0.12% of 200,000 active | Purified L. mesenteroides G6PDH, diaphorase/resazurin coupled fluorescence, 45 min; in the data active = inhibition above about 50%
Diaphorase act – compounds boosting diaphorase resazurin reduction – biochemical, uHTS, resorufin fluorescence, counter-screen for diaphorase-coupled primary assays, primary screen; Diaphorase/resazurin coupled assay, 16 min; stronger effect = higher value; 1 = vehicle wells, 0 = NADH-free wells; activation factor at 20 µM; 0.005% of 190,000 active; AID 1229, 2008;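 active = diaphorase activity raised at least twofold by the compound at 20 µM; inactive = activation factor below 2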
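Assay system: bacterial diaphorase enzyme (C. kluyveri) / Input: enzyme 0.07 U/mL final / Medium: 50 mM HEPES pH 7.4 with 4.542 mM MgCl2, 0.005% Tween 20 / Doses: single compound dose of 20 µM, 1% DMSO final / Incubation: 16 min enzyme reaction, ambient temperature / Signal: fluorescence, excitation 544 nm and emission 590 nm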
FLuc inhib CS – firefly luciferase enzyme inhibitors, primary screen, artefact control for luciferase-based inhibitor screens, biochemical, luminescence, ATPLite. 10 min. inhibition, % at 10 µM. 1.5% of 200,000 active. AID 1006, 2008;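 active = inhibition above about 50% when tested at 10 µM, limit read from the data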
STAT1 activator – STAT1 signaling activators, primary screen, cell-based, HTS, luciferase reporter. NIH 3T3 STAT1-luciferase reporter, IFN-gamma, luminescence; 100% = IFN-gamma alone, no compound. activation (% of control), % at 5.5 µM. 2.6% of 200,000 active;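 active = activation above the screen-wide mean activation plus 3 SD, cut at about 130% in these data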;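 also: raw ratio to IFN-gamma control signal so 100% means no change and 0% no light; values of inactives mirror those of a sister screen read the other way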
FLuc stim CS – FLuc activators, initial screening, artefact control for FLuc-dependent activation tests, biochemical, ATPlite luminescence | Luciferin 4-monooxygenase (Photinus pyralis), P08659 | activation factor at 10 µM | AID 1027, 2008 | 200,000 tested, under 10 active | ATPlite luciferase biochemical, 10 min; 0 = ATP-free wells, 1 = DMSO control;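 active = luciferase activation factor, scaled between plate controls, of at least 2 with compound at 10 µM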
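Material: luciferase plus luciferin reagent, cell-free. Medium: PBS buffer for ATP. Also added: ATP substrate, dispensed from a 10.24 µM working solution in PBS. Doses: test compounds dosed from 2 mM stocks in 100% DMSO. Incubation: 10 min post-reagent at room temperature. Technique: light output (luminescence). Read-out basis: luminescence gain marking luciferase activators.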
Diaphorase inh – diaphorase inhibitors and chemical oxidizers, primary screen, counter-screen for diaphorase-coupled primary assays, biochemical, uHTS, resorufin fluorescence. diaphorase resazurin-to-resorufin fluorescence, NADH, 16 min; bacterial (C. kluyveri) enzyme, not human. inhibition, % at 20 µM. 0.69% of 190,000 active;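 active = primary screen inhibition at 20 µM above a set limit, cut at about 50% in these data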;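 also: plate controls were DMSO with full reaction for no effect and wells lacking NADH for full effect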
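Assay system: diaphorase enzyme from Clostridium kluyveri; Input: enzyme working solution with 0.14 U/mL diaphorase; Timing: 16 min at room temperature; Technique: resorufin fluorescence, excitation 544 nm, emission 590 nm; Benchmarks: positive control minus NADH, DMSO neutral control.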
APP 5UTR inh – inhibitors of APP translation via 5'UTR reporter, primary screen, APP 5'UTR luciferase, SH-SY5Y cells; SH-SY5Y APP 5'UTR-luciferase reporter, luminescence; inhibition, % at 2 µM; 0.82% of 190,000 active;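 active = inhibition above a set limit, derived from the sample mean plus 3 SD, cut at about 45% in these data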; also: values of inactives mirror those of a sister screen read the other way
NF-kB neuron act – activators of NF-kB expression in neurons, primary screen, cell-based, HTS | human neuronal cells, NF-kB reporter expression; stronger effect = higher value | fold change at 12.5 µM | 1.6% of 190,000 active; in the data active = fold change above about 3.3
APP 5'UTR act – activators of APP 5'UTR luciferase reporter, primary screen, SH-SY5Y cells | SH-SY5Y APP 5'UTR luciferase reporter, luminescence; zero percent = DMSO vehicle wells | activation, % at 2 µM | 1% of 190,000 active | AID 1276, 2008;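 active = activation above a set limit, based on mean plus 3 SD of controls, cut at about 140% in these data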; also: values of inactives mirror those of a sister screen read the other way
* hit, by the source's call.

O=C(NC(=S)Nc1ccc2oc(-c3ccncc3)nc2c1)c1ccccc1F was read as TLR4 MyD88 comp -5, G6PDH counter 16, Diaphorase act 1.1, FLuc inhib CS -3, STAT1 activator 96, FLuc stim CS 1, Diaphorase inh -12, APP 5UTR inh -6, NF-kB neuron act 1 and APP 5'UTR act 6.
Screening Cc1ccc(/C=C/C(=O)CCC(=O)O)cc1 returned TLR4 MyD88 comp -8, G6PDH counter 0, Diaphorase act 1.1, FLuc inhib CS -2, STAT1 activator 108, FLuc stim CS 1, Diaphorase inh -8, APP 5UTR inh -3, NF-kB neuron act 1.4 and APP 5'UTR act 3.
Screening COc1ccc(Cn2c(CCCO)nc3ccccc32)cc1OC returned TLR4 MyD88 comp -3, G6PDH counter 0, Diaphorase act 1, FLuc inhib CS -6, STAT1 activator 96, FLuc stim CS 1.1, Diaphorase inh 3, APP 5UTR inh 1, NF-kB neuron act 0.44 and APP 5'UTR act -1.
`COc1ccc(-c2cc(N3CCCC3)n3ncnc3n2)cc1` gave TLR4 MyD88 comp 4, G6PDH counter -22, Diaphorase act 0.9, FLuc inhib CS -9, STAT1 activator 94, FLuc stim CS 1.1, Diaphorase inh 11, APP 5UTR inh -12, NF-kB neuron act 0.56 and APP 5'UTR act 12.
For COCCNC(=O)/C(C#N)=C\c1ccc(CNS(=O)(=O)c2ccccc2)o1 the results were TLR4 MyD88 comp -2, G6PDH counter 16, FLuc inhib CS 2, STAT1 activator 102, FLuc stim CS 1, APP 5UTR inh -29, NF-kB neuron act 1.1 and APP 5'UTR act 29.
CCCCC(=O)NC1(C(F)(F)F)C(=O)Nc2c1c(=O)[nH]c(=O)n2Cc1ccco1 (stereo unspecified) was read as TLR4 MyD88 comp 2, G6PDH counter -1, Diaphorase act 0.8, FLuc inhib CS -3, STAT1 activator 103, FLuc stim CS 1, Diaphorase inh 20, APP 5UTR inh -21, NF-kB neuron act 1.1 and APP 5'UTR act 21.
Screening CC(C)Sc1oc(-c2ccco2)nc1S(=O)(=O)c1ccc(F)cc1 returned TLR4 MyD88 comp -2, G6PDH counter 8, Diaphorase act 0.7, FLuc inhib CS -9, STAT1 activator 94, FLuc stim CS 1.1, Diaphorase inh 28, APP 5UTR inh -7, NF-kB neuron act 1.2 and APP 5'UTR act 7.
`COc1ccc(C(CNC(=O)/C=C/c2c(Cl)nc3ccccn23)N(C)C)cc1` (stereo unspecified) gave TLR4 MyD88 comp 3, G6PDH counter -9, Diaphorase act 1.1, FLuc inhib CS -3, STAT1 activator 101, FLuc stim CS 1, Diaphorase inh -5, APP 5UTR inh 10, NF-kB neuron act 1.2 and APP 5'UTR act -10.
For Cc1nc(N)sc1-c1csc(Nc2ccccn2)n1 the results were TLR4 MyD88 comp 5, G6PDH counter 15, Diaphorase act 0.6, FLuc inhib CS 4, STAT1 activator 169*, FLuc stim CS 1, Diaphorase inh 35, APP 5UTR inh -72, NF-kB neuron act 1 and APP 5'UTR act 72.
Screening Nc1nnc(Cc2c[nH]c3ccccc23)s1 returned TLR4 MyD88 comp -1, G6PDH counter -2, Diaphorase act 0.8, FLuc inhib CS -5, STAT1 activator 90, FLuc stim CS 1.1, Diaphorase inh 20, APP 5UTR inh -3, NF-kB neuron act 0.89 and APP 5'UTR act 3.
CCN(CC)C1=N/C(=C\c2ccco2)C(=O)N1c1ccccc1 was read as TLR4 MyD88 comp -11, G6PDH counter 17, Diaphorase act 0.7, FLuc inhib CS -8, STAT1 activator 95, FLuc stim CS 1.1, Diaphorase inh 30, APP 5UTR inh 16, NF-kB neuron act 0.95 and APP 5'UTR act -16.
Screening Cc1nc2ccc(NC(=O)c3ccc(N4C(=O)CCC4=O)cc3)cc2s1 returned TLR4 MyD88 comp -6, G6PDH counter -6, Diaphorase act 1, FLuc inhib CS -2, STAT1 activator 94, FLuc stim CS 1, Diaphorase inh 0, APP 5UTR inh -11, NF-kB neuron act 1.1 and APP 5'UTR act 11.
`c1ccc(-c2noc(-c3ccccc3-c3ccccc3)n2)cc1` gave TLR4 MyD88 comp 12, G6PDH counter 0, Diaphorase act 0.9, FLuc inhib CS -4, STAT1 activator 96, FLuc stim CS 1, Diaphorase inh 7, APP 5UTR inh 14, NF-kB neuron act 1.4 and APP 5'UTR act -14.
Screening COc1ccc2c(c1)c(=O)c(C(=O)c1ccccc1)cn2Cc1ccc(C)cc1 returned TLR4 MyD88 comp -5, G6PDH counter 10, Diaphorase act 0.8, FLuc inhib CS -4, STAT1 activator 88, FLuc stim CS 1, Diaphorase inh 18, APP 5UTR inh 24, NF-kB neuron act 0.85 and APP 5'UTR act -24.
`Cc1csc(NC(=O)CSc2ccc(-c3ccccn3)nn2)n1` gave TLR4 MyD88 comp 8, G6PDH counter 11, Diaphorase act 0.9, FLuc inhib CS 2, STAT1 activator 97, FLuc stim CS 1, Diaphorase inh 9, APP 5UTR inh 8, NF-kB neuron act 1 and APP 5'UTR act -8.
For CSc1nc(C)cc(Oc2ccc(OCCOc3ccccc3)nn2)n1 the results were TLR4 MyD88 comp -9, G6PDH counter 1, Diaphorase act 1, FLuc inhib CS -4, STAT1 activator 95, FLuc stim CS 1, Diaphorase inh -1, APP 5UTR inh 6, NF-kB neuron act 1.1 and APP 5'UTR act -6.
Screening O=C(/C=C/c1ccccc1)NC(NC(=S)Nc1ccc(Cl)cc1)C(Cl)(Cl)Cl (stereo unspecified) returned TLR4 MyD88 comp 5, G6PDH counter 0, Diaphorase act 0.9, FLuc inhib CS -5, STAT1 activator 98, FLuc stim CS 1.1, Diaphorase inh 12, APP 5UTR inh -1, NF-kB neuron act 0.98 and APP 5'UTR act 1.
Screening O=C(Nc1ccccc1)C1CCCN1C(=O)NCc1ccccc1 (stereo unspecified) returned TLR4 MyD88 comp 6, G6PDH counter 6, Diaphorase act 1, FLuc inhib CS -3, STAT1 activator 102, FLuc stim CS 1, Diaphorase inh -5, APP 5UTR inh 3, NF-kB neuron act 0.8 and APP 5'UTR act -3.
Cc1ccc(C(=O)/C=C2/NC(=O)CS2)cc1 was read as TLR4 MyD88 comp 2, G6PDH counter -2, Diaphorase act 1, FLuc inhib CS 44, STAT1 activator 113, FLuc stim CS 0.6, Diaphorase inh 0, APP 5UTR inh -9, NF-kB neuron act 1.7 and APP 5'UTR act 9.
COC(=O)c1ccc2nc(-c3ccc4c(c3)OCO4)cn2c1 was read as TLR4 MyD88 comp 1, G6PDH counter 6, Diaphorase act 1, FLuc inhib CS 85*, STAT1 activator 39, FLuc stim CS 0.1, Diaphorase inh 2, APP 5UTR inh -90, NF-kB neuron act 5* and APP 5'UTR act 90.
Cc1ccc(CNC(=O)C2CCC(=O)N2C2CCCCC2)cc1 (stereo unspecified) was read as TLR4 MyD88 comp -20, G6PDH counter 4, Diaphorase act 0.9, FLuc inhib CS -9, STAT1 activator 102, FLuc stim CS 1.1, Diaphorase inh 11, APP 5UTR inh -37, NF-kB neuron act 1.1 and APP 5'UTR act 37.
`N#CCc1nn(-c2ccc(Cl)cc2)c(N)c1C#N` gave TLR4 MyD88 comp 4, G6PDH counter -14, Diaphorase act 0.9, FLuc inhib CS -8, STAT1 activator 99, FLuc stim CS 1.1, Diaphorase inh 8, APP 5UTR inh -5, NF-kB neuron act 0.98 and APP 5'UTR act 5.
Screening Cc1noc(/C=C/N(C)C)c1S(=O)(=O)N1CCCC(C(=O)NC2CCCCC2)C1 (stereo unspecified) returned TLR4 MyD88 comp -2, G6PDH counter 0, Diaphorase act 0.9, FLuc inhib CS -10, STAT1 activator 104, FLuc stim CS 1.1, Diaphorase inh 12, APP 5UTR inh 0, NF-kB neuron act 0.41 and APP 5'UTR act 1.
COc1cccc(C2=NN(C(=O)c3cccs3)C(O)(C(F)(F)F)C2)c1 (stereo unspecified) was read as TLR4 MyD88 comp 2, G6PDH counter 2, Diaphorase act 0.8, FLuc inhib CS -1, STAT1 activator 109, FLuc stim CS 1, Diaphorase inh 19, APP 5UTR inh 3, NF-kB neuron act 0.91 and APP 5'UTR act -3.
`CCc1c(O)cc2n(c1=O)-c1ccc(Cl)cc1C2(C)C` gave TLR4 MyD88 comp -9, G6PDH counter 4, Diaphorase act 0.9, FLuc inhib CS -4, STAT1 activator 90, FLuc stim CS 1, Diaphorase inh 9, APP 5UTR inh -6, NF-kB neuron act 1 and APP 5'UTR act 6.
For Nc1ccc2oc(CCc3ccccc3)nc2c1 the results were TLR4 MyD88 comp -3, G6PDH counter 6, Diaphorase act 0.9, FLuc inhib CS 9, STAT1 activator 161*, FLuc stim CS 0.9, Diaphorase inh 11, APP 5UTR inh -118, NF-kB neuron act 2.6 and APP 5'UTR act 118.
Screening CN(C)S(=O)(=O)c1ccc(C(=O)Nc2ccccc2[N+](=O)[O-])cc1 returned TLR4 MyD88 comp -1, G6PDH counter -1, Diaphorase act 1.1, FLuc inhib CS -5, STAT1 activator 110, FLuc stim CS 1, Diaphorase inh -10, APP 5UTR inh -6, NF-kB neuron act 1.3 and APP 5'UTR act 6.
COc1ccc(-c2nc(CSCC(=O)NCc3ccc4c(c3)OCO4)c(C)o2)cc1 was read as TLR4 MyD88 comp -3, G6PDH counter 2, Diaphorase act 0.7, FLuc inhib CS 1, STAT1 activator 92, FLuc stim CS 1, Diaphorase inh 27, APP 5UTR inh 1, NF-kB neuron act 0.89 and APP 5'UTR act -1.
Cc1nc(OCc2c(C)noc2C)c2ccccc2n1 was read as TLR4 MyD88 comp -3, G6PDH counter 2, Diaphorase act 0.9, FLuc inhib CS -9, STAT1 activator 97, FLuc stim CS 1.1, Diaphorase inh 11, APP 5UTR inh 20, NF-kB neuron act 1.1 and APP 5'UTR act -20.
For Cc1ccc(S(=O)(=O)NN=C2C3CC4CC(C3)CC2C4)cc1[N+](=O)[O-] the results were TLR4 MyD88 comp 0, G6PDH counter 14, Diaphorase act 0.9, FLuc inhib CS -3, STAT1 activator 104, FLuc stim CS 1, Diaphorase inh 8, APP 5UTR inh -18, NF-kB neuron act 0.85 and APP 5'UTR act 18.

Quoted from the results shown for reference:
Cc1nc(OCc2c(C)noc2C)c2ccccc2n1 was read as TLR4 MyD88 comp -3, G6PDH counter 2, Diaphorase act 0.9, FLuc inhib CS -9, STAT1 activator 97, FLuc stim CS 1.1, Diaphorase inh 11, APP 5UTR inh 20, NF-kB neuron act 1.1 and APP 5'UTR act -20.
For Cc1ccc(S(=O)(=O)NN=C2C3CC4CC(C3)CC2C4)cc1[N+](=O)[O-] the results were TLR4 MyD88 comp 0, G6PDH counter 14, Diaphorase act 0.9, FLuc inhib CS -3, STAT1 activator 104, FLuc stim CS 1, Diaphorase inh 8, APP 5UTR inh -18, NF-kB neuron act 0.85 and APP 5'UTR act 18.

Random draw from the library; overall some 5.6% were active at least once.
